# Ba/F3 V617F tox: reduce viability of Ba/F3 cells dependent on JAK2V617F. Ba/F3 EpoR-JAK2V617F viability, ATP luminescence. inhibition, % at 5.6 µM. 220,000 tested, 1.1% active. AID 1446;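 active = inhibition above the campaign mean plus 3 SD over all tested compounds, cut at about 24% in these data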;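 also: cytokine-independent growth of Ba/F3 cells driven by EpoR plus mutant JAK2; 0% = DMSO-treated cells and 100% = JAK inhibitor I control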
# Runt-CBFb FRET: blocks binding of human RUNX1 Runt domain to CBFb; Q01196+Q13951; Cerulean-Runt/Venus-CBFb FRET ratio 530/480, 1 h; inhibition, % at 20 µM; 220,000 tested, 0.46% active; AID 1496;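 active = inhibition over about 50% at 20 µM in the single-dose screen, limit read from the data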;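 also: 0% = DMSO wells and 100% = excess unlabeled CBFb competitor control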
# Target sequence (Q01196 whole entry, looked up, the tested form may be a part): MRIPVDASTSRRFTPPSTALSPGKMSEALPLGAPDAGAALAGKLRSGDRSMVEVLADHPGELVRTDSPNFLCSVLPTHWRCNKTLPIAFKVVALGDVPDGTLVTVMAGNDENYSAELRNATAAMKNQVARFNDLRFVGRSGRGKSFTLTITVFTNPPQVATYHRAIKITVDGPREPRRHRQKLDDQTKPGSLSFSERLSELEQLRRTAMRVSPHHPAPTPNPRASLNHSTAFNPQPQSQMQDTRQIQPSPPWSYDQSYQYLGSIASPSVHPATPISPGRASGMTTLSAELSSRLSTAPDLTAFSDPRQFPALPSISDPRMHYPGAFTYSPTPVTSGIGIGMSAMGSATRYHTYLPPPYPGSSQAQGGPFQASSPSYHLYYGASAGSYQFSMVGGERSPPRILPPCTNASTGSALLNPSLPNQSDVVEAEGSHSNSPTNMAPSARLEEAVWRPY
# Target sequence (Q13951 whole entry, looked up, the tested form may be a part): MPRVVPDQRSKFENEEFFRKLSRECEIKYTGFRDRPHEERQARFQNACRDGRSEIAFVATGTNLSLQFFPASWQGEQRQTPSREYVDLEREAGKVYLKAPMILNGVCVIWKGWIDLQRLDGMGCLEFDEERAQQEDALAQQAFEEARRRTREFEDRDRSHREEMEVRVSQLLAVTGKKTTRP
#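 System: Cerulean-labeled Runt domain protein | Quantity: 100 nM of each labeled protein | Schedule: 1 h compound exposure, room temperature | Detection: Fluorescence energy transfer, 422 nm excitation, 530/480 nm emission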
# S1P4 antagonist: antagonists of human S1P4 receptor; O95977; S1P4-expressing cells, antagonist mode, reporter read-out; inhibition, % at 4.98 µM; 220,000 tested, 0.26% active; in the data active = inhibition above about 29%;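 also: 0% = wells stimulated with agonist and 100% = vehicle wells without agonist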
# RBBP9 inhibitor: human RBBP9 hydrolase inhibition; O75884; recombinant RBBP9, FP-Rh probe fluorescence polarization; inhibition, % at 7.94 µM; 220,000 tested, 0.2% active; AID 1515;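 active = inhibition above the campaign mean of all tested compounds plus 3 SD, cut at about 14% in these data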;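 also: plate controls were DMSO wells with RBBP9 for no effect and wells lacking RBBP9 protein for full effect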
# Target sequence (O75884 whole entry, looked up): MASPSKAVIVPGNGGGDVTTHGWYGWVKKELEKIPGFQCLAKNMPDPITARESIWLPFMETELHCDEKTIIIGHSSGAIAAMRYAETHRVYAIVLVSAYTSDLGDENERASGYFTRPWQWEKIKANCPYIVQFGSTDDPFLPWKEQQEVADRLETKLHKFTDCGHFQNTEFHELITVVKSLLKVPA
#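 System: RBBP9 protein / Buffer or medium: Tris/NaCl buffer pH 8.0 with 0.1% Pluronic / Probe or stimulus: Serine-hydrolase probe FP-Rh, 375 nM pre-mixing / Dosing: 7.94 µM single dose, 0.794% DMSO / Times: enzyme-compound preincubation 30 min, then probe labeling 45 min, 25 °C / Technique: fluorescence polarization (mP), excitation 525 nm, emission 598 nm / Replication: singlicate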
# BaF3 tox: counter-screen for JAK2V617F inhibitors: parental Ba/F3 viability inhibitors; CellTiter-Glo ATP luminescence; inhibition, % at 5.6 µM; 220,000 tested, 1.1% active;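 active = inhibition above a per-campaign cutoff, the mean inhibition of all tested compounds plus 3 SD, cut at about 27% in these data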;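 also: 0% = DMSO wells and 100% = JAK Inhibitor I control wells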
# NPY-Y1 antag: blocks the human neuropeptide Y Y1 receptor. 200,000 tested, 1% active. P25929. AID 1040. HEK293-CNG Y1 cells, membrane potential fluorescence; NPY at EC95, then isoproterenol. inhibition, % at 3.6 µM;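 active = inhibition above the campaign mean inhibition of all tested compounds plus 3 SD, cut at about 20% in these data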;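 also: 0% = DMSO wells given NPY plus isoproterenol and 100% = isoproterenol alone without NPY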
#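 material = HEK293 cells with Y1 receptor plus CNG channel | also added = NPY 25 nM then isoproterenol 1 µM plus Ro 20-1724 25 µM | schedule = dye 3 h, compound 60 min room temperature, stimulation 45 min | measured by = membrane potential fluorescence | benchmarks = high control isoproterenol alone, low control NPY with isoproterenol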
# NPY2 pot ag: potentiators or agonists of human neuropeptide Y receptor Y2; cells expressing NPY-Y2, potentiator/agonist read-out; activation, % at 3.6 µM; 220,000 tested, 0.45% active; AID 1359; in the data active = activation above about 27%;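 also: cells stimulated with NPY near EC25 plus isoproterenol at EC100; 0% = vehicle plus submaximal agonist and 100% = vehicle plus saturating agonist; some results beyond the cut were filed as inactive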
# S1P4 agonist: agonists of human S1P4 receptor. O95977. S1P4-expressing cell line, agonist reporter assay. activation, % at 4.98 µM. 220,000 tested, 0.35% active; in the data active = activation above about 11%;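 also: 0% = DMSO vehicle and 100% = reference agonist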
# NPY1 pot ag: potentiators or agonists of human neuropeptide Y receptor Y1 | P25929 | NPY-Y1 expressing cells, potentiator/agonist activation | activation, % at 3.6 µM | 220,000 tested, 0.37% active | AID 1304; in the data active = activation above about 33%, passing the limit was not always enough;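 also: cells stimulated with NPY at EC10 then isoproterenol at EC100; 0% = low agonist plus stimulus and 100% = saturating agonist plus stimulus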
# Starred values were filed as active, the others as inactive; · = no result given.
1. CC(=O)N1CCN(Cc2nc(-c3cccc(Cl)c3)no2)CC1
2. COc1ccc(N2CCN(C(c3cccs3)C(C)NS(=O)(=O)c3ccccc3)CC2)cc1 (configuration not stated)
3. COc1ccc(CCN(/C=C2\Sc3ccccc3C2=O)C(C)=O)cc1OC
4. CC(=O)c1cccc(NC(=O)/C(=C\c2ccco2)NC(=O)c2cccs2)c1
5. Cc1ccc(N2C(=O)C(Cl)=C(NCc3ccccc3)C2=O)c(C)c1
6. COc1ccc(-n2c(C)cc(C=O)c2C)cc1Cl
7. CCOc1cc(/C=C2\SC(=Nc3ccc(F)cc3)N(c3ccc(F)cc3)C2=O)ccc1OCC(=O)O
8. CCOc1ccc(S(=O)(=O)N2CCN(Cc3ccccc3)CC2)c2cccnc12
Assay by compound	1	2	3	4	5	6	7	8
Ba/F3 V617F tox	-1.3	4.8	-0.2	3.4	2.2	-0.7	-4.1	2.7
Runt-CBFb FRET	0.6	-1.0	33.6	18.6	-5.8	0.1	4.9	-0.7
S1P4 antagonist	-5.7	-9.1	3.0	-8.6	-10.8	-14.4	-30.5	-5.5
RBBP9 inhibitor	-4.6	-0.6	-7.7	-1.6	0.4	-7.9	-8.7	0.0
BaF3 tox	6.4	3.7	-0.5	7.1	2.8	0.4	0.5	8.5
NPY-Y1 antag	6.7	-7.1	·	4.5	2.6	-0.6	0.0	-8.2
NPY2 pot ag	-2.0	5.1	10.1	-9.4	-10.4	0.5	-4.5	-17.0
S1P4 agonist	-0.2	2.4	1.2	0.0	-0.7	0.7	2.1	1.0
NPY1 pot ag	14.1	-0.1	-5.3	0.2	6.5	3.1	-6.0	-13.5

9. O=c1c2[nH]c3ccccc3c2nc2n1CCCS2
10. O=C1CCC(=O)N1c1ccccc1-c1ccccc1
11. O=c1c2ccccc2nc2c3ccccc3c(NCc3ccco3)nn12
12. CCN(CCCNC(=O)C1CCC(=O)N1Cc1ccc(F)cc1)c1cccc(C)c1 (configuration not stated)
13. O=C(Nc1ccc(F)cc1)NC1(C(=O)NCc2cccs2)CCCCC1
14. COc1cc2[nH]c(=O)n(CCC(=O)NC3CCCC3)c(=O)c2cc1OC
15. COc1ccc(C2C(=O)N(C3CCCCC3)CC(=O)N2C2CCCCC2)cc1 (configuration not stated)
16. Cc1c(=O)n(OCc2ccccc2F)c2ccccc2[n+]1[O-]
Assay by compound	9	10	11	12	13	14	15	16
Ba/F3 V617F tox	2.7	0.0	0.0	6.4	5.7	-3.2	-4.8	-2.1
Runt-CBFb FRET	-0.5	-1.5	-0.5	-1.0	1.2	-0.5	-1.0	1.2
S1P4 antagonist	1.7	-7.8	1.6	2.2	-7.9	2.8	-15.7	-5.0
RBBP9 inhibitor	-5.7	0.4	4.3	-3.5	6.7	3.4	0.5	1.3
BaF3 tox	5.5	4.8	2.2	5.6	1.8	7.0	-0.1	1.9
NPY-Y1 antag	3.3	-4.0	1.1	6.3	7.7	2.1	-0.8	-3.9
NPY2 pot ag	12.5	18.6	0.2	-4.7	-28.1	5.0	-1.9	-5.8
S1P4 agonist	-0.3	1.1	2.2	-0.8	1.1	-0.1	-1.2	-0.2
NPY1 pot ag	-2.5	-2.8	-7.6	11.2	-6.2	1.6	-16.8	-8.9

17. Cc1ccc(C(=O)NCC(=O)OCC(=O)NC2CCS(=O)(=O)C2)cc1C (configuration not stated)
18. CC(=O)Nc1ccc2c3c(cccc13)CC2
19. C/C(=N\OCc1ccccc1C#N)c1cc2ccccc2o1
20. COc1cc(NC(=O)C(=O)NNC(=O)C2CCCCC2)c(OC)cc1Cl
21. COc1cc(CNCc2cccs2)cc(Br)c1OC
22. COc1ccc(S(=O)(=O)N2CCOCC2)cc1NC(=O)CSc1nnc(C2CC2)n1N
23. FC(F)Oc1ccc(/C=N/NC(=S)Nc2cc(C(F)(F)F)ccc2Cl)cc1
24. COCCCN(Cc1ccccn1)S(=O)(=O)Cc1ccccc1
Assay by compound	17	18	19	20	21	22	23	24
Ba/F3 V617F tox	-0.3	-1.2	4.1	-0.5	-4.0	1.8	1.1	2.3
Runt-CBFb FRET	-0.5	·	-3.2	-5.2	-2.6	1.0	1.4	-0.9
S1P4 antagonist	-6.8	-4.8	-2.2	-10.0	-3.0	-20.3	1.1	-9.0
RBBP9 inhibitor	-8.8	-6.2	-1.9	-2.2	2.7	-9.6	-3.1	-7.4
BaF3 tox	8.2	-1.0	8.2	7.2	-1.2	3.6	3.6	2.3
NPY-Y1 antag	-2.2	2.2	1.9	3.1	1.9	-1.0	3.2	4.2
NPY2 pot ag	9.7	7.9	-21.9	2.2	-19.2	9.7	1.8	5.8
S1P4 agonist	1.5	1.1	1.1	-0.2	0.1	0.8	-0.1	-1.3
NPY1 pot ag	-3.1	-6.3	-54.1	4.8	-21.1	-12.6	-10.9	-3.1

# Among those listed so far, these contain a Cl atom:
1. CC(=O)N1CCN(Cc2nc(-c3cccc(Cl)c3)no2)CC1
5. Cc1ccc(N2C(=O)C(Cl)=C(NCc3ccccc3)C2=O)c(C)c1
6. COc1ccc(-n2c(C)cc(C=O)c2C)cc1Cl
20. COc1cc(NC(=O)C(=O)NNC(=O)C2CCCCC2)c(OC)cc1Cl
23. FC(F)Oc1ccc(/C=N/NC(=S)Nc2cc(C(F)(F)F)ccc2Cl)cc1
Assay by compound	1	5	6	20	23
Ba/F3 V617F tox	-1.3	2.2	-0.7	-0.5	1.1
Runt-CBFb FRET	0.6	-5.8	0.1	-5.2	1.4
S1P4 antagonist	-5.7	-10.8	-14.4	-10.0	1.1
RBBP9 inhibitor	-4.6	0.4	-7.9	-2.2	-3.1
BaF3 tox	6.4	2.8	0.4	7.2	3.6
NPY-Y1 antag	6.7	2.6	-0.6	3.1	3.2
NPY2 pot ag	-2.0	-10.4	0.5	2.2	1.8
S1P4 agonist	-0.2	-0.7	0.7	-0.2	-0.1
NPY1 pot ag	14.1	6.5	3.1	4.8	-10.9

# Sorted by the number under NPY2 pot ag (largest number first): 3 from the list above
No.	structure	NPY2 pot ag
24	COCCCN(Cc1ccccn1)S(=O)(=O)Cc1ccccc1	5.8
14	COc1cc2[nH]c(=O)n(CCC(=O)NC3CCCC3)c(=O)c2cc1OC	5.0
6	COc1ccc(-n2c(C)cc(C=O)c2C)cc1Cl	0.5

# Later entries.
25. CC(Nc1cc(N2CCOCC2)ccc1[N+](=O)[O-])c1ccccc1 (configuration not stated)
26. N=C(N)c1ccc(O)cc1
27. O=C(CCNc1cccc(F)c1)c1cc2ccccc2o1
28. Cc1c(CN2CCC(CO)(Cc3cccc(C(F)(F)F)c3)CC2)c2ccccc2n1C
29. O=C1CCCc2nc(N3CCN(c4ccccc4)CC3)ncc21
30. CCOC(=O)c1[nH]c(C)c(C(=O)OCC(=O)N2CC(=O)Nc3ccccc32)c1C
31. C/C(=N\N=C1\NC(=O)C(CC(=O)Nc2ccc(C)c(Cl)c2)S1)C(C)C (configuration not stated)
32. CN(C)c1ccc(/C=N/NC(=O)c2ccccc2)cc1
Assay by compound	25	26	27	28	29	30	31	32
Ba/F3 V617F tox	-0.6	5.0	-1.6	-0.5	2.1	3.0	-2.5	-2.4
Runt-CBFb FRET	-3.8	-0.3	4.0	-6.7	1.9	1.4	-2.5	0.4
S1P4 antagonist	-7.7	3.8	-10.7	-10.4	-17.0	-15.7	0.1	5.8
RBBP9 inhibitor	-3.8	-6.1	-4.2	5.7	-2.9	-11.2	-6.8	-3.1
BaF3 tox	7.6	9.7	0.7	2.4	4.6	5.7	1.0	3.1
NPY-Y1 antag	-1.4	-1.5	3.2	11.1	7.5	-2.3	-5.3	-0.3
NPY2 pot ag	3.0	-16.7	-17.6	-12.2	0.9	9.9	-4.6	3.6
S1P4 agonist	3.0	0.9	2.6	2.2	0.3	-0.9	0.8	-0.5
NPY1 pot ag	-0.1	-9.1	6.3	2.3	-1.1	11.8	-6.7	2.4

33. C=CCSc1nc(C)c(CC(=C)C)c(=O)[nH]1
34. Cc1nc2cc3c(cc2c(C)c1C(=O)OC(C)C)OCO3
35. COC(=O)c1sc(NC(=O)C(C)C)c(C(=O)OC)c1C
36. O=C(CSc1nnc(-c2ccncc2)o1)c1cccc([N+](=O)[O-])c1
37. Cc1ccc(OCC(=O)O)c(-n2nc3ccccc3n2)c1
38. Cc1noc(C)c1S(=O)(=O)Nc1ccccc1OC(F)(F)F
39. CCC(C)[C@H](NC(=O)Nc1ccc(C(C)=O)cc1)C(=O)OC (some centres not stated)
40. c1csc(-c2nc3c4ccccc4c4ccccc4c3[nH]2)c1
Assay by compound	33	34	35	36	37	38	39	40
Ba/F3 V617F tox	0.4	-1.3	2.3	-1.2	3.4	2.6	3.3	7.9
Runt-CBFb FRET	-1.3	-5.5	-2.0	2.8	-0.9	0.7	-2.3	-3.8
S1P4 antagonist	-16.5	-12.6	-42.7	10.5	-5.1	19.7	-9.9	-5.3
RBBP9 inhibitor	-10.2	-3.0	4.3	-6.9	-3.8	2.8	-10.3	2.6
BaF3 tox	2.1	6.4	2.8	2.6	1.4	-4.0	3.4	10.2
NPY-Y1 antag	3.8	-4.4	1.3	-2.0	7.4	·	-6.1	-2.0
NPY2 pot ag	-2.4	-1.4	-2.3	6.3	-14.9	-3.7	-5.5	11.1
S1P4 agonist	-0.8	0.3	-1.4	2.4	0.8	1.6	0.8	-0.1
NPY1 pot ag	16.0	0.6	4.0	-10.4	-23.4	-2.3	-9.8	18.1

41. CS(=O)(=O)c1ccc2nc(NC(=O)c3ccc(=O)[nH]c3)sc2c1
42. O=Cc1cnc(N2CCOCC2)nc1
43. COc1ccc(S(=O)(=O)Nc2ccc(S(=O)(=O)N3CCOCC3)cc2)cc1C
44. CN1CCN(Cc2nc3ccccc3c(=O)n2CC#N)CC1
45. CCOc1cc2c(cc1C=O)OC(C)C2 (configuration not stated)
46. CC1CC(C)CN(S(=O)(=O)c2ccc(C(=O)NN3CCOCC3)cc2)C1 (configuration not stated)
47. COc1ccc(OC)c(NC(=O)c2cccc(C)c2[N+](=O)[O-])c1
48. CC(C)N1CCN(Cc2cc(F)ccc2-n2cccn2)CC1CCO (configuration not stated)
Assay by compound	41	42	43	44	45	46	47	48
Ba/F3 V617F tox	0.5	4.7	2.5	4.0	-6.3	3.7	-2.4	-4.0
Runt-CBFb FRET	2.7	1.5	0.0	-1.1	0.2	0.0	·	-0.8
S1P4 antagonist	2.8	-23.8	-6.1	-10.6	-7.4	-10.8	-9.6	-6.0
RBBP9 inhibitor	3.5	-10.3	-13.9	-0.3	-4.4	-8.0	-4.3	-4.3
BaF3 tox	-4.3	8.0	4.8	7.4	-2.3	0.6	11.2	2.0
NPY-Y1 antag	·	0.1	5.4	1.3	-3.1	0.8	0.5	0.3
NPY2 pot ag	1.0	17.0	-1.1	-5.2	12.4	-7.8	5.1	-8.6
S1P4 agonist	1.4	0.4	1.9	-0.9	-4.5	-0.2	1.6	-0.2
NPY1 pot ag	3.3	-15.6	-10.9	3.2	5.4	-16.9	-4.8	14.2

# Screens from PubChem BioAssay.
